Tau ThT inhib = inhibitors of human tau fibril formation, thioflavin T binding; P10636; recombinant tau K18 P301L, heparin-induced fibrillization, ThT fluorescence; Potency, µM (doses to about 57.4 µM), for inactives: top-dose activity, negative = inhibition, most hits filed as inhibitors; 2.1% of 270,000 active; AID 1460; also: nearly all actives have a fitted effect of over 55% in size
Target sequence (P10636 561-689 P618L limits assumed): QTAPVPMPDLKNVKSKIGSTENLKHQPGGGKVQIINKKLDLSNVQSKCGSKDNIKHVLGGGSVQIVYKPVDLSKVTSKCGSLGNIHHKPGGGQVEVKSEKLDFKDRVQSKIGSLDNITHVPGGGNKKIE
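K18 P301L tau (15 uM + 0.24 uM Alexa 594-tagged), heparin 20 uM, NaOAc pH 7, 6 h 37 C; ThT 30 uM, 1 h RT, ex 450/em 510 nm.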
aGal spleen mod = inhibits or activates alpha-galactosidase in human spleen homogenate. P06280. human spleen homogenate, 4MU-alpha-Gal fluorescence, 40 min. Potency, µM (series often up to 80 µM), inactives show at the top dose activity change, negative = inhibition, hits mostly inhibitors. 0.008% of 240,000 active. AID 2107;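 also: 0% = enzyme with vehicle and -100% = no enzyme basal signal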
Target sequence (P06280 32-429 limits assumed): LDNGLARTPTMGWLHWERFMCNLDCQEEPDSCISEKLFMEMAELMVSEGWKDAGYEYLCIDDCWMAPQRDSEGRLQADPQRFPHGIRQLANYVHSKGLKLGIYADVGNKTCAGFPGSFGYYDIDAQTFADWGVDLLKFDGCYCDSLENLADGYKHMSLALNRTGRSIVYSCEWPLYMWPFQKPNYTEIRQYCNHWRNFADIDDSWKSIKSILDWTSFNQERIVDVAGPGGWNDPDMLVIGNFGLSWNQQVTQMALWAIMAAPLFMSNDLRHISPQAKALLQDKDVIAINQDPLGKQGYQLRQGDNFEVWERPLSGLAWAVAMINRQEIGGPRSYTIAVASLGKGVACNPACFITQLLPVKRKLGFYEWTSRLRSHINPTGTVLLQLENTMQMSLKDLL
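Inhibition or activation of alpha-galactosidase in human spleen homogenate is scored by 4-MU fluorescence after 40 min at 37C, pH 5.0, with 1 mM substrate. AC50s come from concentration-response fitted to the Hill equation.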
TR SRC2 fluor cs = Texas Red fluorescence interference in TRb-SRC2 counter-screen; 0.29% of 280,000 active; Potency, µM (titrated, usually from 106 µM), for the others: at the highest dose fluorescence change, negative = quenching; AID 1479; TRb/SRC2 Texas Red total fluorescence interference; active = well fitted curve in either direction with a large enough effect; inconclusive = small, poorly fitted or top-dose-only effect
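Human TRβ ligand-binding domain (0.6 uM) and Texas Red SRC2 peptide (20 nM) in Tris buffer with 1 uM T3 and 5% DMSO were incubated with pinned compound for 5 hr at ambient temperature. Total fluorescence was computed as S + 2P (555/632 nm).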
L3MBTL1 block = L3MBTL1 (human) inhibition. Q9Y468. AlphaScreen L3MBTL1–H3K9me1 peptide binding. Potency, µM (titrated, usually from 57.1 µM), without a hit: at the top dose activity, negative = inhibition, most hits filed as inhibitors. 0.66% of 230,000 active. AID 485360; also: nearly all actives have a fitted effect of over 60% in size
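L3MBTL1 (50 nM) pre-complexed 30 min with biotinylated H3(1-15)K9me1 peptide (75 nM), then compounds added for 30 min at room temperature; AlphaScreen streptavidin donor/nickel chelate acceptor beads (10 ug/mL final) read after 30 min dark incubation.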
Tau fibril FP = inhibitors of human tau fibril formation; AID 1468; 0.39% of 280,000 active; Potency, µM (doses to about 57.7 µM), for inactives: top-dose activity, negative = inhibition, usual class: inhibitors; K18 P301L tau heparin fibrillization, Alexa594 FP, 6 h; also: nearly all actives have a fitted effect of over 55% in size
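Heparin (20 uM) drove fibril formation of recombinant tau K18 P301L, 15 uM unlabeled with 0.24 uM Alexa 594 label, for 6 hr at 37 C in 100 mM sodium acetate pH 7. Fluorescence polarization (555/632 nm) read 1 hr after 30 uM ThT.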
TRb-SRC2 inh = TRbeta-SRC2 interaction inhibition; P10828; TRbeta-SRC2 peptide binding, fluorescence polarization; receptor liganded with 1 µM T3; Potency, µM (highest dose often 106 µM), for inactives: at the highest dose activity change, negative = inhibition, most hits filed as inhibitors; 0.065% of 280,000 active;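 also: plate controls were bound peptide for no effect and peptide without receptor for full effect; nearly all actives have a fitted effect of over 50% in size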
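Fluorescence polarization of 20 nM Texas Red SRC2 peptide with 0.6 uM human TRb ligand-binding domain, in Tris buffer with 1uM T3 and 5% DMSO. Incubated 5 hr ambient; normalized to unbound and bound controls.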
Tau fluor counter = counter-screen for tau fibril formation inhibitors; AID 1463; tau K18 P301L (four-repeat tau fragment) Alexa594 fluorescence, heparin fibrillization; 0.93% of 280,000 active; Potency, µM (highest dose often 57.7 µM), for inactives: at the highest dose activity change, negative = decrease; also: nearly all actives have a fitted effect of over 55% in size
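Human K18 P301L tau (15 uM unlabeled plus 0.24 uM Alexa 594-labeled, final) in 100 mM sodium acetate pH 7 was mixed with compound and 20 uM heparin and incubated 6 hr at 37 C.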
ALDH1A1 inh = blocks purified human ALDH1A1 activity | Purified ALDH1A1, NADH fluorescence, propionaldehyde substrate | AID 1030 | P00352 | Potency, µM (doses to about 75.3 µM), for the others: at the highest dose activity, negative = inhibition, most hits filed as inhibitors | 7.3% of 220,000 active; active = well fitted inhibition curve with a large enough effect, not every such curve was filed as active; inconclusive = small, poorly fitted or top-dose-only effect, or another doubt; inactive = no such curve, though single readings can be large or run the other way;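 also: plate controls were no enzyme wells and a reference inhibitor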
Target sequence (P00352 whole entry, looked up): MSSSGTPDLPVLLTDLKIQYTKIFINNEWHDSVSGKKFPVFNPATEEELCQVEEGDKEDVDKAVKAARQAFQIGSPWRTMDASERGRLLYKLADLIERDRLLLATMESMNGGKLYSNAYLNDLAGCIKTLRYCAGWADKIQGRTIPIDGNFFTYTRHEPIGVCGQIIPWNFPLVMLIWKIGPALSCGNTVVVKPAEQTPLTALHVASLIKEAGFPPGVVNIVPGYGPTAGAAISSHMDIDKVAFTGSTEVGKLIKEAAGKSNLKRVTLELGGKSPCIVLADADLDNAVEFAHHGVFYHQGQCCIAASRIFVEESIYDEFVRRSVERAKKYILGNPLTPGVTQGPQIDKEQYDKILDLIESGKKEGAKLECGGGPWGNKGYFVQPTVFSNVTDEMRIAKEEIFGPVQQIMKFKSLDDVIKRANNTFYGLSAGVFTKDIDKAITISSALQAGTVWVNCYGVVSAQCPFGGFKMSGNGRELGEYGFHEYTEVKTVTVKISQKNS
* hit, by the source's call; ? = inconclusive; · = not tested or not shown; & = joins results of further samples; [ ] = another dose, or the depositor's remark. Unless noted, calls follow the shape of the dose curve; as a rule, active = well fitted curve in the direction sought with a large enough effect; inconclusive = small, poorly fitted or top-dose-only effect, or another doubt; inactive = no such curve, though single readings can be large; an effect the other way counts as inactive or inconclusive. Unless noted, % is scaled to controls: 0 for no effect and ±100 for the full control effect; potency is read from the fitted curve at half-maximal effect. The order is random; any-hit rate near 8.5%.

The line under a structure holds: Tau ThT inhib | aGal spleen mod | TR SRC2 fluor cs | L3MBTL1 block | Tau fibril FP | TRb-SRC2 inh | Tau fluor counter | ALDH1A1 inh
> Cc1cc(Br)ccc1NC(=O)CN1C(=O)CCC1=O
 : -11% | 3% | 0% | · | 8% | 6% | -3% | ?
> CCOC(=O)CSc1nc(-c2ccccc2)nc2ccc(F)cc12
 : -16% | 5% | 1% | -3% | -11% | 1% | -23% | ?
> Cn1c(NCCN2CCCCC2)cc(=O)n(C)c1=O
 : 0% | 8% | 0% | · | -4% | -11% | 4% | 6%
> CC(=O)c1ccc(-c2nnc(CCC(=O)N(C)Cc3cnc4ccccn34)o2)s1
 : -17% | -3% | 4% | 12% | 1% | -1% | -10% | -3%
> Cn1c(=O)oc2cc(S(=O)(=O)Nc3ccc4c(c3)OCO4)ccc21
 : ? | ? | 2% | -19% | 6% | -13% | -16% | ?
> COc1cc(C2SC[C@H]3C(=O)N(c4ccccc4)C(=O)N23)cc(OC)c1OC (stereo partly specified)
 : -7% | · | 0% | · | -10% | 1% | -11% | ·
> CCc1ccc(NC(=O)C(=O)NCC(c2cccnc2)N2CCN(c3ccc(F)cc3)CC2)cc1 (stereo unspecified)
 : -11% | · | 100µM*[quencher] | · | 15% | -18% | -4% | ·
> CCOC(=O)c1c(N)sc(C(O)(C(F)(F)F)C(F)(F)F)c1-c1ccc(OC)cc1OC
 : -12% | -11% | 1% | -4% | 12% | -1% | -26% | 5%
> COC(=O)c1sccc1NC(=O)c1c(C)cc(=O)oc1C
 : 2% | 5% | -4% | -2% | 2% | 1% | 10% | 3%
> CCNC(=S)NNc1nc(N2CCOCC2)nc(N2CCOCC2)n1
 : 3% | 0% | -2% | · | 0% | -2% | 3% | 14%
> CC(=O)OCC(=O)Nc1ccccc1C
 : -5% | -1% | 4% | · | 2% | 0% | -6% | 0%
> O=C(c1ccccc1)c1nccc2ccccc12
 : 3% | 4% | 1% | 3% | 0% | -1% | 1% | 5%
> COc1ccccc1C1CC(c2ccccc2)=NN1S(=O)(=O)c1ccccc1 (stereo unspecified)
 : 0% | -1% | -5% | 2% | -11% | -5% | -25% | ·
> COc1ccc(CN2CCN(C(C)C)C(CCO)C2)cc1Cn1cncn1 (stereo unspecified)
 : -2% | 2% | 4% | 9% | 0% | 3% | 3% | 7%
> COc1ccccc1NS(=O)(=O)c1cccc2cccnc12
 : -4% | 5% | 0% | 9% | -4% | 8% | -6% | ?
> Cc1cccc(-n2c(=O)c3c(c4cc(C)ccc4n3C)n(Cc3ccccc3F)c2=O)c1
 : 8% | · | 2% | · | 0% | 3% | 5% | ·
> CCC(=O)NCCc1nc2ccccc2n1CC
 : -8% | 9% | -1% | 11% | -2% | -3% | -2% | -3%
> COc1ccc(CNC(=O)c2cc(-c3ccc(OC)c(OC)c3)on2)cc1
 : -6% | 10% | -2% | 8% | 8% | -11% | 0% | 10%
> COc1ccc(CCCc2nnc(SCC(=O)Nc3ccc(OC)cc3)o2)cc1
 : ? | -4% | -4%&-3% | · | 2%&-5% | -6%&6% | -24%&-22% | ?
> Cc1cc(NC(=O)CSc2nc(-c3ccc(Cl)cc3)cs2)no1
 : -2% | -1% | -3% | -1% | -9% | -14% | -11% | 0%
> C/C(=N\Nc1cccc([N+](=O)[O-])c1)c1cc(F)ccc1O
 : 2% | 12% | -1% | -25% | 1% | -2% | -4% | ·
> CCN(CC)CCNC(=O)c1ccccc1C(=O)c1ncc[nH]1
 : -13% | 6% | -5% | · | -7% | -6% | -4% | -4%
> COc1cccc(OC)c1C(=O)NC(=O)Nc1c(F)cc(F)cc1F
 : 0% | -1% | -6% | 3% | 5% | -8% | 1% | ·
> Cc1cc(C)n(CCc2nc(-c3cccs3)cs2)n1
 : -6% | -10% | -1% | 8% | 4% | -21% | -5% | ?
> COc1cccc(-c2nc(SCC(=O)NCC3CCCO3)c(-c3ccc(F)cc3)[nH]2)c1 (stereo unspecified)
 : -13% | · | -4% | · | 16% | -3% | ? | ·
> COc1ccc(-c2nc3nc(C)cc(N4CCN(c5cccc(C(F)(F)F)c5)CC4)n3n2)cc1
 : -13% | · | -1% | · | -7% | -11% | -14% | ·
> O=C(O)c1sc2cc(C(F)(F)F)cnc2c1-c1ccccn1
 : 0% | -2% | -1% | -4% | -4% | 0% | 4% | 9%
> O=C(NCCCn1ccnc1)c1ccc(Cl)cc1[N+](=O)[O-]
 : 7% | 0% | -4% | · | 1% | 7% | 0% | 9%
> COc1ccc(NC(=O)Cn2c(=O)n(Cc3nc(C)no3)c(=O)c3cc4c(cc32)OCO4)cc1
 : 9% | · | -2% | · | -6% | 0% | -14% | ·
> COC(=O)CCNC(=O)N1CCN(c2nnc(C)c3c(C)n(-c4ccccc4)nc23)CC1
 : 4% | · | 1% | · | 2% | 2% | 6% | ·
> Cc1cc(N2CCC(C)CC2)nc2ccc(N3C(=O)CCC3=O)cc12
 : -3% | 24% | 3% | 25%[11.4 µM] | 2% | 15% | -1% | ?
> O=C(O)CCC(=O)Nc1ccc(N2CCOCC2)cc1
 : -8% | 6% | -1% | 5% | -3% | 7% | 2% | 4%
> CC(=O)Nc1ccccc1-c1nc2ccccc2n(C(C)C(=O)Nc2ccccc2C(F)(F)F)c1=O (stereo unspecified)
 : 5% | · | -1% | · | -2% | -3% | 4% | ·
> COc1ccc(CCNC(=O)COc2ccc(S(=O)(=O)NC(C)C)cc2Cl)cc1OC
 : 1% | 4% | -1% | 4% | 1% | -1% | -9% | 18%
> O=C(Nc1cccc(OCC(=O)N2CCOCC2)c1)C1CCCCC1
 : 0% | 11% | -1% | · | -9% | 0% | 3% | 5%
> Cc1cccc(N(C)C(=O)Cc2c(C(=O)O)[nH]c3ccccc23)c1
 : -5% | · | -2% | · | -8% | -1% | -11% | ·
> Cc1cc(C)c(NC(=O)Cn2c(=O)n(CCC(C)C)c(=O)c3cccnc32)c(C)c1
 : 2% | · | -19% | · | -6% | -1% | 5% | ·
> Cc1ccn2c(NC3CCCC3)c(-c3cccs3)nc2c1
 : ? | -6% | 1% | -6% | 6% | -3% | -26% | ?
> Cc1cc(C)n(CC(=O)c2ccccc2)c(=O)c1C#N
 : -6% | 9% | 0% | 4% | -5% | 3% | -6% | 5%
> CCOc1ccc(NC(=O)N2CCC(NC(=O)c3ccco3)CC2)cc1
 : -9% | 7% | -1% | 2% | 4% | -16% | -2% | -5%
> Cc1ccc(CNC(=O)COC(=O)c2c(C)noc2C)cc1
 : -1% | 6% | -2% | -4% | 0% | -10% | 1% | 10%
> CCC(=O)N1CCCc2cc(S(=O)(=O)N3CCC(C(=O)NCc4ccc(F)cc4)CC3)ccc21
 : 6% | · | -3% | · | -7% | -2% | -6% | ·
> CC(c1ccccc1)N(NC(=O)C(O)(c1ccccc1)c1ccccc1)C(=O)c1ccccc1 (stereo unspecified)
 : 4% | -1% | 0% | -5% | 10% | 2% | 2% | ?
> O=C(NCCCn1ccnc1)/C(=C\c1cccnc1)NC(=O)c1ccccc1F
 : -3% | 6% | -1% | -2% | -6% | -4% | -7% | 1%
> CC(=O)N1CCc2cc(Br)cc(S(=O)(=O)CCC(=O)Nc3ccc(C)cc3Cl)c21
 : -7% | · | -1% | · | -8% | 4% | -14% | ·
> CCCCOc1ccc(N=Nc2ccc(N)nc2N)cn1
 : · | 6% | -4% | · | 13% | -3% | ? | ·
> CCOC(=O)c1ccc(NC(=O)C(CC)Sc2nncn3c2cc2oc(C)cc23)cc1 (stereo unspecified)
 : ? | · | -2% | · | -1% | 1% | ? | ·
> O=C(C1CC1)N1CCC(C(O)(c2ccccc2)c2ccccc2)CC1
 : -1% | -1% | 1% | · | -9% | -17% | -5% | ?
> O=C(Nc1cc(Sc2ccccn2)cc([N+](=O)[O-])c1)c1ccc(Cl)cc1
 : -14% | -2% | -1% | -4% | -9% | 6% | 10µM*[quencher] | 1%
> COc1ccc(Nc2nc(N3CCCC3)nc3ccccc23)c(OC)c1
 : ? | 22% | -8% | 8%[11.4 µM] | -12% | -3% | -18% | 5%
> COc1ccc(N2C(=O)CC(N3CCN(c4ccc(C(=O)c5cccnc5)cc4)CC3)C2=O)cc1 (stereo unspecified)
 : -14% | 6% | -6% | 8% | 2% | -6% | -7% | -6%
> CC(=O)Nc1ccc(S(=O)(=O)NC(=O)C23CC4CC(CC(C4)C2)C3)cc1
 : -8% | -4% | 1% | 5% | 4% | -2% | 4% | 17%
> Cc1ccccc1CN1CCc2nc(Nc3ccc4c(c3)OCCO4)ncc2C1
 : ? | · | -2% | · | ? | 3% | ? | ·
> CS(=O)(=O)c1ccc(Cl)c(NC(=O)COC(=O)c2c(Cl)cccc2Cl)c1
 : 2% | -3% | -4% | 2% | 7% | 3% | -7% | ?
> CC1(C)CC(=O)C2=C(C1)Nc1nc(SCCN3CCOCC3)[nH]c(=O)c1C2c1cccs1 (stereo unspecified)
 : -11% | -2% | -1% | · | 9% | -5% | -6% | ?
> CCn1nc(C)c(/C=N/NC(=O)CSc2ccccn2)c1C
 : · | -18% | -1% | · | 2% | -1% | -2% | ·
> Cc1ccc(Nc2c(-c3ccc(C)cc3)nc3cnccn23)cc1
 : ? | · | -1% | · | -1% | -7% | ? | ·

Exported with bars between the fields: entries from further up
SMILES | Tau ThT inhib | aGal spleen mod | TR SRC2 fluor cs | L3MBTL1 block | Tau fibril FP | TRb-SRC2 inh | Tau fluor counter | ALDH1A1 inh
COC(=O)CCNC(=O)N1CCN(c2nnc(C)c3c(C)n(-c4ccccc4)nc23)CC1 | 4% | · | 1% | · | 2% | 2% | 6% | ·
COc1ccc(CCNC(=O)COc2ccc(S(=O)(=O)NC(C)C)cc2Cl)cc1OC | 1% | 4% | -1% | 4% | 1% | -1% | -9% | 18%
Cn1c(NCCN2CCCCC2)cc(=O)n(C)c1=O | 0% | 8% | 0% | · | -4% | -11% | 4% | 6%
Cc1cc(C)n(CCc2nc(-c3cccs3)cs2)n1 | -6% | -10% | -1% | 8% | 4% | -21% | -5% | ?
CCCCOc1ccc(N=Nc2ccc(N)nc2N)cn1 | · | 6% | -4% | · | 13% | -3% | ? | ·

Source: PubChem BioAssay (National Center for Advancing Translational Sciences (NCATS))
